ALOX12 inh: inhibitors of human 12S-lipoxygenase ALOX12 | P18054 | purified 12hLO, xylenol orange hydroperoxide absorbance | Potency, µM (doses to about 108 µM), for the others: top-dose activity change, negative = inhibition, hits mostly inhibitors | 580,000 compounds, 1.1% hits; active = well fitted inhibition curve with a large enough effect; inconclusive = small, poorly fitted or top-dose-only effect, or another doubt; inactive = no such curve, though single readings can be large or run the other way
Target sequence (P18054 whole entry, looked up): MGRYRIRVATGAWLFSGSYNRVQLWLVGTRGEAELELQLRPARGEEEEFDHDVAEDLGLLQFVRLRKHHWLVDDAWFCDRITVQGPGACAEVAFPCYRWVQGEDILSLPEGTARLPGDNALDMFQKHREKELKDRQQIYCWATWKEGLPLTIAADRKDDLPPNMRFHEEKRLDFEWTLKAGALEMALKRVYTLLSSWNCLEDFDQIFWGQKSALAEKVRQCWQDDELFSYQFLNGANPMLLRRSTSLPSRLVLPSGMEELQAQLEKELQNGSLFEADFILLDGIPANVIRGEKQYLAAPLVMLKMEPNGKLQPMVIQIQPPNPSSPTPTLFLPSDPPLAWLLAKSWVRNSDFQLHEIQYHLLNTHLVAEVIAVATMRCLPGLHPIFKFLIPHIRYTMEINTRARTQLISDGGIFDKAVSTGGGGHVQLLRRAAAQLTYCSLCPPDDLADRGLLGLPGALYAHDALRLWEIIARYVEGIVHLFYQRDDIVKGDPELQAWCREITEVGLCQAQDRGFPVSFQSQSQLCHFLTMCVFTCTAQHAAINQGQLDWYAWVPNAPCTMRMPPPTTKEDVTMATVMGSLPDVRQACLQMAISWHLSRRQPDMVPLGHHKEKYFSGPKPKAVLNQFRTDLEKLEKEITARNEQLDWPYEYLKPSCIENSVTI
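Purified human 12hLO at 150 nM in 25 mM Hepes, 0.01% Triton X-100, pH 7.0, preincubated 15 min at room temperature with compound. Reaction started with 40 uM arachidonic acid, 30 min at room temperature. Hydroperoxide measured by Fe-xylenol orange, 573/405 nm absorbance ratio.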
The depositor's hits bear a star; ? = inconclusive; [ ] = another dose, or the depositor's remark. % is set by controls: 0 for no effect and ±100 for the full control effect; potency is the fitted concentration of half-maximal effect. A portion of the library; the hit share may differ from the screen's.

Preview:
structure | ALOX12 inh
O=C(COC(=O)c1cccnc1Nc1cccc(C(F)(F)F)c1)NCc1ccco1 | ?
N#Cc1cccc(Oc2ccc(F)cc2)c1C#N | -26%
COCCn1cnnc1CCNc1cc(C2CC(O)C2)nc(N)n1 (stereo unspecified) | 45%[activator]
Cc1ccc(S(=O)(=O)Nc2ccc(C)n(CC(=O)O)c2=O)cc1 | 30%
COc1ccc(-c2cc(C(=O)N3CCCN(C(C)=O)CC3)c3ccccc3n2)cc1 | 3%
COc1cccc(CNC(=O)[C@@H]2CCCN2C(=O)[C@H]2CCCCN2C(=O)c2ccccc2C)c1 | -11%

The list itself, previewed entries included:
structure | ALOX12 inh
O=C(COC(=O)c1cccnc1Nc1cccc(C(F)(F)F)c1)NCc1ccco1 | ?
N#Cc1cccc(Oc2ccc(F)cc2)c1C#N | -26%
COCCn1cnnc1CCNc1cc(C2CC(O)C2)nc(N)n1 (stereo unspecified) | 45%[activator]
Cc1ccc(S(=O)(=O)Nc2ccc(C)n(CC(=O)O)c2=O)cc1 | 30%
COc1ccc(-c2cc(C(=O)N3CCCN(C(C)=O)CC3)c3ccccc3n2)cc1 | 3%
COc1cccc(CNC(=O)[C@@H]2CCCN2C(=O)[C@H]2CCCCN2C(=O)c2ccccc2C)c1 | -11%
COc1ccc(-c2cc3c(ccn3C(C)C)c(C(=O)NCc3c(C)cc(C)[nH]c3=O)n2)cn1 | 3%
CC(=O)Nc1ccc(CC(=O)NCCc2noc(C3CC3)n2)cc1 | 2%

Next part, overlapping the part above by two compounds.
structure | ALOX12 inh
COc1ccc(-c2cc3c(ccn3C(C)C)c(C(=O)NCc3c(C)cc(C)[nH]c3=O)n2)cn1 | 3%
CC(=O)Nc1ccc(CC(=O)NCCc2noc(C3CC3)n2)cc1 | 2%
O=C(CCc1ccccc1)N1C[C@@H](CO)[C@H](c2ccncc2)C1 | 11%
O=C(c1cccs1)N1CCCN(c2cc(-c3ccc(F)cc3)[nH]n2)CC1 | 53%[activator]
Cc1ccc(-c2noc(CCC(=O)Nc3cccc(S(=O)(=O)NC4=NCCC4)c3)n2)cc1 | ?
O=C(C1CCCCC1)N1CCCC2(CC(c3cccnc3)=NO2)C1 (stereo unspecified) | 2%[6.33 µM]
COc1ccc(-n2c(CCNC(=O)c3ccc(-c4cccc(F)c4)cc3)nnc2SC)cc1 | 2%
Cn1nccc1C(=O)N1CCC2(CC1)CC(N(Cc1ccc(F)cc1)C1CC1)CCO2 (stereo unspecified) | 16%
Cc1ccc(C)c(/C=C/C(=O)c2ccc(O)cc2)c1 | -22%
O=C(CC1CCCN(c2cnn(CC3CC3)c(=O)c2)C1)NCc1cc(F)cc(F)c1 (stereo unspecified) | -12%

The listing continues.
structure | ALOX12 inh
Nc1c(N(Cc2ccco2)C(=O)COc2ccc3ccccc3c2)c(=O)[nH]c(=O)n1Cc1ccccc1 | -9%
FC(F)(F)c1ccc(N2C3CCC2CN(Cc2ccc(-c4cncnc4)cc2)C3)cc1 | 1%
Cc1ccc(S(=O)(=O)[C@H]2CS(=O)(=O)C[C@@H]2NC(C)C)cc1 | 1%
Cn1ccc(C(=O)N2C[C@@H](COc3ccccc3)[C@H](C(N)=O)C2)n1 | 21%
COc1ccc(NC(=O)N2CC3(CCN(C(C)=O)CC3)C2)cc1 | -6%[57.4 µM]
Cc1ccc(N2Cc3c(NCC4CC4)ncnc3N(C)CC2=O)cc1 | 24%[176 µM]
CN(CC(=O)Nc1ccccc1C(F)(F)F)C(=O)CSc1nccn1-c1cccc(F)c1 | 20%
O=C(Cn1ccn2nc(-c3ccc(F)cc3)c(CO)c2c1=O)Nc1ccc(C(F)(F)F)cc1 | 18%

Following part
structure | ALOX12 inh
O=C(Cc1ccc2ccccc2c1)Nc1cc(Cl)ccc1C(=O)O | ?
CCCNC(=O)C(NC(=O)c1ccc(OC)cc1)C1CCN(C(=O)c2ccccc2C)CC1 (stereo unspecified) | 33%
O=C(Nc1ccc(F)cc1)C1CN(c2ccccc2)C(=O)N1 (stereo unspecified) | 2%[176 µM]
Cc1ccc(NC(=O)CCn2ccn3nc4c(c3c2=O)CCCC4)cc1 | 33%[activator]
Cc1ccccc1C(=O)NCCc1c[nH]c2ccc(Cl)cc12 | -7%
O=C(c1cc(F)ccc1Cl)N1CCC(Cc2nc(-c3ccc(F)cc3)no2)CC1 | 24%
COc1cc(/C=N/O)ccc1OC(C)C | 12%
COc1ccc(C(=O)C(C)OC(=O)c2ccc3ccccc3n2)cc1 (stereo unspecified) | -2%

The results go on:
structure | ALOX12 inh
Cc1ccc(OCc2ccc(-c3nc(C#N)c(N4CCC(C(N)=O)CC4)o3)o2)cc1 | ?
CC1(C)CN(C(=O)C2(c3ccccc3F)CC2)C[C@]1(C)O | -3%
NC(=O)CNC(=O)[C@@]1(O)C[C@@H](O)[C@H](O)[C@@H](NC(=O)Nc2ccc(OC(F)(F)F)cc2)C1 | 3%
COc1ccc(C2=C(C)C(N3CCC(C(=O)Nc4ccc(C)c(Cl)c4)CC3)=NS2(=O)=O)cc1 | ?
CCOc1ccc(N(Cc2nc3nc(C)cc(C)n3n2)S(=O)(=O)c2ccc(C)cc2)cc1 | -24%
Cc1c(Cl)cccc1NC(=O)Cn1cccc1-c1nc(-c2ccccc2)no1 | 4%
COc1ccccc1-n1c(=O)n(Cc2cccc(Cl)c2)c(=O)c2cccnc21 | ?
CCOC(=O)c1cc2ccccc2n1C1CCN(C)CC1 | -193%

Next section.
structure | ALOX12 inh
O=C1CCN(C(=O)c2cccs2)CCCC(CO)CCN1 (stereo unspecified) | 14%
CCc1c(-c2ccccc2OC)ncn1CCc1ccccc1OC | -4%
CC1CCC(C(C)C)/C(=N/NC(N)=O)C1 (stereo unspecified) | -9%
COc1ccc(-c2cc(N3CCCC(NC(=O)c4cccc(C)c4)C3)n[nH]2)cc1 (stereo unspecified) | 50%[activator]
O=C(CC1NC(=O)c2ccccc2NC1=O)NC1CCCC1 (stereo unspecified) | -47%
CC(C)NC[C@H]1COCc2nc3cc(S(C)(=O)=O)ccc3n21 | 6%[176 µM]
O=C(Cn1c(=O)oc2ccccc21)N1CCc2nn(CC3CC3)c(=O)n2CC1 | 17%
COCCN1C(=O)c2ccccc2C(C(=O)NC2CC2)C12CCCCC2 (stereo unspecified) | 36%

(cont.)
structure | ALOX12 inh
Cc1ccc(N2C(=O)N(CC(=O)NCc3ccccc3)c3ccccc3S2(=O)=O)c(C)c1 | ?
CCCCCOc1ccc(C(=O)Nc2cccc3cccnc23)cc1 | ?
CC(C)c1cccc(NC(=O)C2CCN(C(=O)c3ncn4c3COC(c3ccc(F)cc3)C4)CC2)c1 (stereo unspecified) | 42%[activator]
c1nc(NCCN2CCOCC2)c2cc(-c3ccoc3)ccc2n1 | ?
CS(=O)(=O)N[C@H]1CCN2C(=O)c3cc(-c4cccc(C(F)(F)F)c4)ccc3NC(=O)[C@@H]2C1 | -2%
COc1ccc(-c2nc3cnc(OC)nc3n(-c3ccc(OC)cc3)c2=O)cc1 | 0%
CC1(C(=O)O)CCN(C(=O)c2ccc3c(c2)OCO3)CC1 | ?
O=C(C[C@@H]1O[C@H](CNCc2cccc(Cl)c2)[C@@H](O)[C@H]1O)Nc1ccccc1 | -7%[176 µM]

More records
structure | ALOX12 inh
CC(Oc1ccccc1)C(=O)N1CCN(c2cc(C(F)(F)F)ncn2)CC1 (stereo unspecified) | 42%[activator]
CCCCn1c(=O)[nH]c(=O)c2c1nc(CN1CCN(S(=O)(=O)c3ccccc3)CC1)n2C | -1%
COc1cccc(-c2cc(=O)[nH]c(Nc3nc(C)c4cccc(C)c4n3)n2)c1 | 2%
Cc1ccc(Cn2c(C3CCN(C(=O)c4ccc(C)c(F)c4)CC3)n[nH]c2=O)cc1 | ?
Cc1nnc2n1CCC(N)CC2 (stereo unspecified) | 26%
Cc1ccc(F)c(NC(=O)C2CN(S(=O)(=O)C3CC3)CC23CCCCC3)c1 (stereo unspecified) | -4%
COCCC1(NC(=O)c2ccco2)CCN(S(C)(=O)=O)CC1 | 51%[activator]
Nc1[nH]c(C(=O)c2ccccc2)c(-c2ccc(Cl)cc2)c1C(=O)c1c[nH]c2cc(F)ccc12 | -22%

COc1ccc2c(Nc3cc(OC)c(OC)c(OC)c3)c(C#N)cnc2c1
  ALOX12 inh = ?

Cc1ccc(C2=NC3(CCN(C(=O)c4ccc(C)c(C)c4)CC3)ON2)cc1
  ALOX12 inh = 24%

O=C(Nc1ccc(Br)cc1F)c1ccc2nc(N3CCOCC3)sc2c1
  ALOX12 inh = -13%

CCCNC(=O)C(=O)NCCc1c[nH]c2ccccc12
  ALOX12 inh = 26%

O=C1CCC(C(=O)N2CCc3ccc(S(=O)(=O)Nc4cccnc4)cc3C2)=NN1
  ALOX12 inh = 0%

O=C(c1ccncc1)N1CCC(CCOc2ccccc2)C1 (stereo unspecified)
  ALOX12 inh = 50%[activator]

COc1cc(CNn2cnnc2)cc(Br)c1OCc1ccc(F)cc1
  ALOX12 inh = 38%[activator]

COc1ncc2nc(-c3ccc(Cl)cc3)c(=O)n(CCC#N)c2n1
  ALOX12 inh = 0%

O=C(CSc1ccc2c(c1)OCCCO2)c1ccc2c(c1)CCO2
  ALOX12 inh = ?

O=C(NCc1cccs1)c1nc(-c2cccc(C(F)(F)F)c2)c2ccccn12
  ALOX12 inh = ?

COc1cccc(OC)c1C(=O)Nc1c(NC2CCCCC2)c2ccccc2oc1=O
  ALOX12 inh = 5%

COc1ccc(C(NC(=O)C2CC2)c2nccc3cc(OC)c(OC)cc23)cc1OC (stereo unspecified)
  ALOX12 inh = 18%

COc1ccc(OC)c(NC(=O)c2c(OC)cc(=O)n3c2CCCC3)c1
  ALOX12 inh = 9%

COc1ccc(N2CC(c3noc(-c4ccc(OC(F)(F)F)cc4)n3)CC2=O)cc1 (stereo unspecified)
  ALOX12 inh = 33%[activator]

NC(=O)[C@@H]1CCCN1CC[C@H]1CN(S(=O)(=O)c2ccccc2)CC[C@H]1CC(=O)O
  ALOX12 inh = ?

At a glance, two of the compounds above:
O=C(Nc1ccc(Br)cc1F)c1ccc2nc(N3CCOCC3)sc2c1
  ALOX12 inh = -13%

CCCNC(=O)C(=O)NCCc1c[nH]c2ccccc12
  ALOX12 inh = 26%

The listing continues:
Cc1ccccc1CN1C(=O)CSCC1(C)C(=O)Nc1ccc2c(c1)OCCO2 (stereo unspecified)
  ALOX12 inh = -3%

COC(=O)C(C(=O)OC)c1cc2c(cc1CNS(=O)(=O)c1ccc(C)cc1)OCO2
  ALOX12 inh = ?

CCCCCCCn1c(N(C)C)nc2c1c(=O)[nH]c(=O)n2C
  ALOX12 inh = -3%

CC(C)c1nccn1CCCNC(=O)c1ccc(N2CCC(CO)CC2)nc1
  ALOX12 inh = 4%

CCOc1ccccc1-c1nnc(SCC(=O)Nc2ccc3c(c2)OC2(CCCCC2)O3)o1
  ALOX12 inh = -7%

CC[C@H]1CN(C(=O)c2ccc(F)cc2)CC[C@H]1CC(=O)NCCOC
  ALOX12 inh = -3%[176 µM]

COc1cccc(Cn2c(=O)c(-c3ccc(Cl)cc3)nc3cnc(OC)nc32)c1
  ALOX12 inh = ?

O=S(=O)(c1ccc(Sc2nnnn2C2CCCC2)nc1)N1CCCC1
  ALOX12 inh = ?

CN(C(=O)c1ccccc1)C1CCCc2ccccc21 (stereo unspecified)
  ALOX12 inh = -9%[176 µM]

O=C1NCC2(CCN(Cc3cccnc3)CC2)Oc2ccccc21
  ALOX12 inh = 3%[6.33 µM]

CC(C)(C)OC(=O)N1Cc2ccccc2C[C@H]1C(=O)Nc1ccc2c(c1)OCO2
  ALOX12 inh = 19%

CC(C)c1ccccc1NC(=O)CSc1ccccc1Cl
  ALOX12 inh = ?

O=C(Cn1ccn2nc(-c3ccc(F)cc3)c(CO)c2c1=O)N1CCN(c2ccccc2)CC1
  ALOX12 inh = 41%[activator]

COc1cccc(S(=O)(=O)N2CC3(Cc4ccccc4C(=O)N3)C2)c1
  ALOX12 inh = 11%[6.33 µM]

COc1cccc(CCOC(=O)c2c(-c3ccsc3)oc3c2C(OC(C)=O)CCC3)c1 (stereo unspecified)
  ALOX12 inh = -13%

COc1ncc(-c2n[nH]c3c2CC(=O)N(c2ccccc2)C3)cn1
  ALOX12 inh = -24%[176 µM]

Cc1ccc(CSc2nnc(COc3ccc(Cl)c(C)c3)n2C)cc1
  ALOX12 inh = -20%

CC(C)c1ccccc1NC1=NS(=O)(=O)c2ccccc21
  ALOX12 inh = -62%

O=C1CC(c2ccccc2)N(Cc2ccncc2)CCCN(C(=O)NCc2ccc(F)cc2)CCN1 (stereo unspecified)
  ALOX12 inh = 26%

O=C(Nc1ccccc1)Nc1nnc(-c2ccc(Cl)c(Cl)c2)s1
  ALOX12 inh = 0%

CN(C)CCCNc1oc(-c2ccccc2F)nc1C#N
  ALOX12 inh = -20%

COC(=O)C1(C)Cc2ccccc2C(=O)O1 (stereo unspecified)
  ALOX12 inh = 33%[activator]

CCOc1ccc2ncc(S(=O)(=O)c3ccccc3)c(N3CCCCC3)c2c1
  ALOX12 inh = -22%

CC(C)N1CCc2c(C#N)c(NCc3cccnc3)n3cnnc3c2C1
  ALOX12 inh = -8%

Cc1noc([C@H]2CCN(C(=O)C3CCCCC3)C[C@H]2NC(=O)C2CC2)n1
  ALOX12 inh = 15%

Cc1ccc(-c2nc(Cn3cnc4ccsc4c3=O)co2)cc1
  ALOX12 inh = ?

CCNC(=O)NC(=O)COC(=O)c1csc(NCc2ccccc2)n1
  ALOX12 inh = -2%

CCCCNC(=O)c1ccc2c(c1)n(Cc1ccc(F)cc1)c(=O)c1ccnn12
  ALOX12 inh = 10%

CCCc1nc(C(=O)N2CCN(c3nc4ccccc4s3)CC2)cs1
  ALOX12 inh = 13%

COCCn1cnc2c1c(=O)n(CC(=O)Nc1ccc(F)c(F)c1)c(=O)n2CC(C)C
  ALOX12 inh = 3%

COc1cccc(CN(C)S(=O)(=O)c2cccc(C(=O)NCCF)c2)c1
  ALOX12 inh = 31%

Cc1ncsc1C(=O)NCc1ccc(N2CCOCC2)nc1
  ALOX12 inh = -18%

COc1cccc(C(=O)Nc2ccc3oc(C)nc3c2)c1
  ALOX12 inh = 17%
